# Source: PubChem BioAssay (several laboratories)
# Vif imaging: inhibitors of HIV Vif | HEK293T cells, Vif self-association by quenched fluorescence, imaging, 24 h | inhibition, % at 7.49 µM | 0.35% of 340,000 active | AID 602346; in the data active means inhibition above about 50%, passing the limit was not always enough; inconclusive means no clear call, values can overlap the other calls; inactive means below about 31%; further: some results filed as inactive read as strong as hits
# NR2E3 ag-1: activates human photoreceptor nuclear receptor NR2E3; Q9Y5X4; GST-NR2E3/biotin-RetCOR TR-FRET, 1536-well; inhibition of corepressor binding, % at 4.78 µM; 0.12% of 320,000 active; AID 2300;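 active means percent inhibition above the cutoff of mean plus 3 SD of all tested compounds, set per screening campaign, cut at about 20% in these data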;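 further: 0% = DMSO wells and 100% = biotin wells as full block of FRET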
# Target sequence (Q9Y5X4 whole entry, looked up): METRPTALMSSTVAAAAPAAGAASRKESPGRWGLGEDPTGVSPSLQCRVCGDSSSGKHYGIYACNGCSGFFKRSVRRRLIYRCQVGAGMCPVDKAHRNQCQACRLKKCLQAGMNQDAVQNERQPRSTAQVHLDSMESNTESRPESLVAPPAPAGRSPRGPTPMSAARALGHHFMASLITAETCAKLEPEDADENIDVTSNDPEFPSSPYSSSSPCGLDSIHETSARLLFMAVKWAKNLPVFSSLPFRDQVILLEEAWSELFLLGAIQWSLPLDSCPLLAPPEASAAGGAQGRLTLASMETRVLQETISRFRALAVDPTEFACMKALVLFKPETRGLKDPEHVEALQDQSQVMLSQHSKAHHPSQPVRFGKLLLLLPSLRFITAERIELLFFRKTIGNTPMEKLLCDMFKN
#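 system = GST-tagged NR2E3 plus biotinylated RetCOR corepressor | input = 1.35 nM GST-NR2E3 | also added = 7 nM biotin-RetCOR | schedule = 5 h incubation at 4 °C | measured by = TR-FRET with europium anti-GST and streptavidin-D2, 340 nm excitation | read-out = percent loss of FRET ratio relative to control wells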
# MITF TRPM1 inh: inhibitors of MITF-driven TRPM1 promoter in melanoma cells; inhibition, % at 12.5 µM; 0.83% of 330,000 active; SK-MEL-5 TRPM1 promoter luciferase, 24 h;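 active means mean inhibition across replicates of 60% or more, whatever share of single replicates reaches that level; inconclusive means some that reach 60%, reason not given; inactive means mean inhibition across replicates below 60%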; further: values of inactives mirror those of a sister screen read the other way
# PDI turbidity: PDI (human) enzyme inhibition | P07237 | inhibition, % at 10 µM | 0.052% of 350,000 active | PDI insulin aggregation turbidity, A650, 90 min;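 active means mean inhibition across replicates of 30% or more, whatever share of single replicates reach that level; inconclusive means mean inhibition below 30% while every single replicate reaches 30%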;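 further: absorbance from insulin aggregation driven by PDI reduction with DTT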
# Target sequence (P07237 whole entry, looked up): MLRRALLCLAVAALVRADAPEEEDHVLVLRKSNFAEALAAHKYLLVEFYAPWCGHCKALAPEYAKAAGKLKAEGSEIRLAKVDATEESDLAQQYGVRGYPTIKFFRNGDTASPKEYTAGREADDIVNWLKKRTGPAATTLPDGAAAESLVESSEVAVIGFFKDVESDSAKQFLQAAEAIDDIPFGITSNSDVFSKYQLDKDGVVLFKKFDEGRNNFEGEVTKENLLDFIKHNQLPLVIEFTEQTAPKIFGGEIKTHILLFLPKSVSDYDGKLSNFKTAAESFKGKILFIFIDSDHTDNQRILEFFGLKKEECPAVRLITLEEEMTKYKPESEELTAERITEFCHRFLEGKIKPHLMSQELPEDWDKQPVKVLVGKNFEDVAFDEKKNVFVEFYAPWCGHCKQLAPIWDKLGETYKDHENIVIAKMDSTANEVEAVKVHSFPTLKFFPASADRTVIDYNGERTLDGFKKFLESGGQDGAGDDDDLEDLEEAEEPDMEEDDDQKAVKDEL
# hiPSC survival: increases survival of single human iPS cells | hiPSC single-cell survival, ATPlite luminescence; 100% = ROCK inhibitor wells, 0% = DMSO | survival enhancement, % at 20 µM | 0.044% of 360,000 active | AID 602274; in the data active means survival enhancement above about 18%;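 further: cells exposed to compounds for 16 hours before the ATP read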
# HIF-2a inh: inhibitors of HIF-2a; 786-0 RCC cells HIF-2a reporter, luciferase luminescence, overnight; inhibition, % at 18.8 µM; 0.72% of 360,000 active; AID 624352;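 active means inhibition of the luminescence signal of 40% or more relative to plate controls, in a single-dose primary screen at 18.75 µM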
# CaV13 FRET inh: Primary screen for inhibitors of IQ motif and Ca2+-dependent inactivation inhibitor domain binding in CACNA1D, Förster resonance energy transfer in living cells, … | 0.098% of 340,000 active | inhibition, % at 12.3 µM | HEK cells, CFP/YFP FRET ICDI-IQ, plate reader, 10 min; percent FRET-ratio fall versus neutral wells | AID 743397;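 active means mean replicate inhibition of at least 30% and at least 1% of replicates passing that level; inconclusive means only one of the two criteria is met; inactive means neither criterion is met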;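 further: 0% = median of the neutral control wells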
# Peg3 promoter: Peg3 promoter activity inhibition. HeLa PEG-Prom luciferase reporter, luminescence, overnight. inhibition, % at 20 µM. 1.7% of 360,000 active. AID 588405;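 active means inhibition of at least 50% at 20 µM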
# Exocytosis inh: lytic granule exocytosis inhibition | TALL-104 LAMP-1 surface exposure, flow cytometry; cells stimulated with thapsigargin and PMA | 0.66% of 360,000 active | AID 651702 | inhibition, % at 10 µM;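 active means inhibition above about 55%, limit read from the data; inconclusive means no clear call, values can overlap the other calls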
# NR2E3 ag-2: agonists of human NR2E3 nuclear receptor; Q9Y5X4; CHO-S Gal4-NCOR/VP16-NR2E3 two-hybrid, luciferase; inhibition of corepressor binding, % at 3.98 µM; 0.35% of 360,000 active; AID 602229;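 active means inhibition above the mean of all tested compounds plus 3 SD, cut at about 70% in these data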;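 further: 0% = DMSO with NR2E3 transfected cells and 100% = cells lacking NR2E3 construct; higher means lower luciferase signal from less NR2E3 corepressor binding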
# aDG glyco up: alpha-DG glycosylation activation. 0.22% of 360,000 active. Pro5-aDG cells, alpha-DG glycosylation AlphaScreen (IIH6); 0% Pro5, 100% B10-LARGE cell signal. activation, % at 10 µM. AID 624168;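 active means activation of at least 8% versus controls, or a plate z-score of at least 8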;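 further: Pro5 are CHO cells carrying HIG-tagged alpha-DG that lacks glycosylation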
# An asterisk follows results filed as active; u = inconclusive; x = not tested or not shown.
no.	canonical_smiles	hiPSC survival	Peg3 promoter	NR2E3 ag-1	Vif imaging	aDG glyco up	HIF-2a inh	PDI turbidity	Exocytosis inh	CaV13 FRET inh	MITF TRPM1 inh	NR2E3 ag-2
1	O=C(CN1CCN(Cc2ccccc2)CC1)NC(c1ccccc1)c1ccccc1	0.3	6	3	-7	0.2	-1	5	-4	2	-12	-5
2	Cc1cc(C(=O)CN2CCCCC2)c(C)n1-c1ccc(F)cc1	0.3	-225	0	1	0.0	-160	-9	-3	-5	-28	-24
3	O=C(NC1CCCC1)C1CCN(C(=O)c2cc(Cl)ccc2Cl)CC1	-0.7	14	1	8	0.0	3	5	9	-7	0	19
4	O=C(NCCN1CCOCC1)c1ccccc1[N+](=O)[O-]	0.3	9	4	x	-0.2	16	0	-1	x	-9	3
5	COc1ccccc1N/C=C/C(=C(C#N)C#N)N(C)C	-0.2	18	4	-1	0.2	-8	9	0	-5	9	-18
6	COc1cc(NC(=O)C2C3C=CC(C3)C2C(=O)O)ccc1NC(=O)c1ccccc1 (configuration not stated)	-0.3	-37	1	-3	-0.2	-41	-41	14	-3	-6	-29
7	Cc1ccc(Nc2nc(NCC3CC3)nc3ccsc23)c(C)c1	2.0	28	x	x	0.4	-15	-5	7	-5	x	-3
8	Cc1ccc(C(=O)N2C3C=CC(C3)C2(C(F)(F)F)C(F)(F)F)cc1 (configuration not stated)	-0.3	6	2	-1	0.1	3	-3	-4	-5	-3	-13
9	O=S(=O)(Nc1ccc(F)cc1Cl)c1ccc(-c2cnc(C3CC3)o2)cc1	-0.6	8	-2	-8	1.2	20	1	15	-15	44	71*
10	O=C(Nc1ccsc1C(=O)O)c1ccccc1	-0.1	-10	1	-1	-0.2	-1	-5	-17	-5	-19	-53
11	N#Cc1c2n(c(=S)n(-c3ccccc3)c1=O)CCCCC2	1.7	18	-2	0	0.0	9	0	0	-18	8	2
12	CCCNc1ncnc2c1cnn2C1CCCCO1 (configuration not stated)	5.3	-32	x	30	0.0	-24	-2	0	-17	7	-47
13	O=C(COc1ncnc2cc(Cl)ccc12)c1ccc2c(c1)OCCO2	-0.3	-288	4	-1	0.0	-295	0	4	-5	-81	-68
14	COC(=O)c1cn(Cc2c(C)cc(C)cc2C)nn1	1.0	19	-1	-4	0.1	15	-7	6	-3	1	-4
15	COc1ccc2o/c(=N\O)c(C(=O)Nc3ccc(C)cc3)cc2c1	0.9	-36	x	1	4.5	-144	-4	18	-20	-29	-24
16	Cc1cc(C)nc(SCC(=O)Nc2ccc(S(=O)(=O)Nc3cc(C)on3)cc2)n1	-0.4	16	2	-2	-0.2	5	-1	1	-7	-6	2
17	CCOc1ccc(CCNC(=O)COC(=O)c2cc(OC)c(OC)cc2[N+](=O)[O-])cc1OCC	0.1	8	3	u	0.0	3	-9	1	-6	3	-18
18	O=C(CCN1C(=O)c2ccccc2S1(=O)=O)N1CCN(c2ccccc2)CC1	7.3	5	2	9	-0.4	-9	1	2	-3	0	-53
19	COc1ccc(-c2csc(C)n2)cc1	0.3	-98	0	1	0.0	-166	4	-3	-4	-40	-22
20	CC1=C(C(=O)OC(C)C)C(c2c(O)ccc3ccccc23)NC(=O)N1 (configuration not stated)	0.1	1	2	x	-0.2	-13	1	0	-5	0	-1
21	COc1ccc(C(=O)NCc2cn3c(C)csc3n2)cc1OC	0.3	9	-2	-4	-0.1	6	-5	-1	-7	5	-18
22	COc1cccc(-c2nnc(SCN3C(=O)c4ccccc4C3=O)n2C)c1	0.7	-2	-5	4	-0.1	20	1	-4	-8	19	17
23	COc1ccc(NC(=O)c2nn(C)c(=O)c3ccccc23)cc1S(=O)(=O)Nc1ccccc1Cl	2.5	15	-3	1	0.7	16	-2	22	-1	0	-13
24	O=C(O)C1C2C=CC(C2)C1C(=O)Nc1ccc(C(=O)N2CCCCC2)c(Cl)c1 (configuration not stated)	-2.2	18	0	33	0.1	3	-1	-1	x	0	-7
25	OC(Cc1cccnc1)c1ccccc1 (configuration not stated)	0.2	7	x	-6	-0.1	0	8	-2	-6	6	-10
26	Cc1ccc(NC(=O)N2CCC(C(=O)NCc3ccccc3)CC2)cc1	3.5	2	0	1	-0.2	14	-12	-5	-5	2	9
27	CN(C)c1ncc(CN2CCC(CO)(CCCc3ccccc3)CC2)s1	-0.7	4	0	4	0.0	8	6	-2	-9	5	-1
28	Cn1c(=O)oc2cc(S(=O)(=O)NCc3ccc(F)cc3)ccc21	0.6	10	-1	5	0.6	-3	-1	-1	-5	8	-12
29	CC(=O)c1cccc(N(C(=O)CNC(=O)c2cccs2)C(C(=O)NCC2CCCO2)c2ccccc2)c1 (configuration not stated)	0.7	12	1	5	0.1	9	-4	1	-19	-1	-5
30	COC(=O)c1c(C(=O)OC)c(-c2ccc(Cl)cc2)n2c1CS(=O)(=O)C2	1.2	17	-1	-4	0.1	18	-3	0	-7	0	-11
31	CCc1nc2ccc(C(=O)NCCOc3ccc(OC)cc3)cn2c1N(CCN(C)C)CC1CC1	-3.4	-1	x	8	0.0	-1	1	8	-4	x	-8
32	CC(C)[C@H](NC(=O)C1CCN(S(=O)(=O)c2ccccc2)CC1)C(=O)NCc1ccccn1	-0.6	-1	1	-4	-0.3	9	10	10	-15	-14	-11
33	O=C(CCN1CCCC1)Nc1ccccc1	1.4	-3	2	-3	0.5	7	-6	0	-4	0	-18
34	C=CCn1c(=O)c2ccccc2n2c(SCC(=O)NCc3cccs3)nnc12	0.9	-15	0	1	-0.2	5	3	2	x	-3	-13
35	Cc1cc(C)cc(NC(=S)N2CCC(NC(=O)c3ccco3)CC2)c1	-0.2	-5	3	12	0.0	7	-9	4	-4	1	-12
36	NC(=O)C1CCN(C(=O)c2ccc(Cl)c(S(=O)(=O)NCc3ccco3)c2)CC1	-0.4	16	0	1	-0.2	3	-19	-8	-6	-2	26
37	CCC(c1nnc(SC(C)C(=O)NC2CC2)n1-c1ccc(OC)cc1)N(C)C (configuration not stated)	0.0	-1	0	-8	-0.2	9	2	0	-5	-20	7
38	O=C(COc1cccc2ccccc12)NNC(=O)Nc1ccccc1	2.2	19	-5	-10	0.0	-5	-4	1	-13	14	-8
39	Cc1c(CCC(=O)O)c(=O)oc2c(C)c3occ(-c4ccc(Br)cc4)c3cc12	-0.7	19	x	-1	-0.1	12	-2	16	-4	9	-1
40	CCCCC(=O)NCCNc1nc2c(c(=O)n(C)c(=O)n2C)n1Cc1ccc(F)cc1	-0.5	1	-1	-2	-0.1	7	-3	-1	-6	1	-27
41	Cc1cc(NC(=O)CSc2ccccn2)cc(NC(=O)CSc2ccccn2)c1	-0.6	5	-9	-4	0.0	-6	-2	4	0	-13	-25
42	Cc1cccc(C)c1NC(=O)CNC(=O)CN1C(=O)NC2(CCc3ccccc32)C1=O (configuration not stated)	-0.4	20	1	10	-0.2	5	-10	10	-5	-5	-31
43	COc1ccccc1-c1cn(C(C)(C)C)nc1C	1.1	-10	0	-3	0.8	-2	-6	1	8	-1	6
44	CC(C)(C)c1ccc(OCC(=O)NNC(=O)Cc2cccs2)cc1	0.8	-2	1	-8	-0.1	9	8	3	-3	10	4
45	CCc1c(C(=O)NNC(=S)NCC2CCCO2)csc1C (configuration not stated)	2.3	2	0	0	0.2	13	8	-7	-3	-5	-13
46	COC(=O)c1ccc(OCC(=O)c2ccc(C)c(C)c2)cc1	1.2	-129	0	3	0.5	-90	13	12	-15	-37	-10
47	CCOC(=O)c1oc2ccccc2c1NC(=O)c1cc(OC)cc(OC)c1	1.9	0	0	2	-0.1	-46	-2	0	-7	-2	1
48	Cc1cccc(NC(=O)c2cccc([N+](=O)[O-])c2O)c1C	-0.3	-242	x	-7	-0.1	-207	-2	0	-6	-66	-36
49	CCCCNc1c(NC(C)=O)c(=O)oc2ccccc12	-0.6	4	2	-2	1.0	7	6	-1	-7	0	-42
50	Cn1nnnc1Sc1ncnc2scc(-c3ccc(C(F)(F)F)cc3)c12	-3.8	97*	3	26	0.2	94*	5	-11	-5	82*	17

# New compounds follow
no.	canonical_smiles	hiPSC survival	Peg3 promoter	NR2E3 ag-1	Vif imaging	aDG glyco up	HIF-2a inh	PDI turbidity	Exocytosis inh	CaV13 FRET inh	MITF TRPM1 inh	NR2E3 ag-2
51	Oc1ccc(-c2cn3ccccc3n2)cc1	-1.1	-251	1	2	-0.1	-285	0	-6	-2	-78	-49
52	CCOC(=O)C1CCCN(C(=O)c2cc3ccccc3oc2=O)C1 (configuration not stated)	0.8	5	7	-18	-0.1	13	4	-2	-4	2	18
53	Cc1ccccc1C(=O)Nc1cc(-c2cc(C(C)(C)C)oc2C)nn1C	0.5	13	-5	-10	0.0	8	-5	4	-5	7	7
54	Cc1nn(Cc2c(F)c(F)c(F)c(F)c2F)c(C)c1NC(=O)c1ccc(COc2ccccc2Cl)cc1	-2.3	6	x	-11	-0.2	-14	-8	0	-10	2	9
55	Cc1ccccc1CS(=O)(=O)Cc1ccc(C(=O)NCCc2ccccc2)o1	-0.5	-15	4	-1	1.5	-21	2	-6	-14	6	-8
56	Cc1ccc(NC(=O)NC(=O)CN2CCN(c3ccc(O)cc3)CC2)c(C)c1	-0.4	-6	4	-8	0.0	0	-6	-5	-3	7	-3
57	N#CC1=C(N)NC(SCC(=O)O)=C(C#N)C12CCCC2	5.0	-1	0	-3	0.2	22	-12	-2	-6	13	-20
58	CC1(C)[C@@H](O)CC[C@]2(C)[C@H]3C(=O)C=C4[C@@H]5C[C@@](C)(C(=O)O)CC[C@]5(C)CC[C@@]4(C)[C@]3(C)CC[C@@H]12	-0.2	7	4	-1	-0.2	-10	-2	-2	-5	-6	7
59	O=C(Nc1ccc(-c2csc(-c3ccccc3)n2)cc1)c1ccccc1	7.3	37	-2	12	0.0	-8	-3	6	-4	-1	-9
60	c1ccc(Cn2nnc3ccccc32)cc1	-0.7	17	3	-4	0.0	16	9	3	0	4	7
61	COc1ccc(-c2nc(NC(=O)c3cc(C(C)(C)C)nn3C)sc2C)cc1	0.9	31	3	x	-0.6	-7	-4	2	x	1	-10
62	O=C(CNC(=O)c1ccc(S(=O)(=O)N2CCCCC2)cc1)N/N=C/c1ccco1	0.2	17	-3	0	0.0	15	26	1	-7	-5	-3
63	O=[N+]([O-])c1ccc(C=NNC(=S)NN=Cc2ccc([N+](=O)[O-])cc2)cc1	-0.5	-6	x	-2	0.0	-28	-4	-5	-7	1	11
64	CN(C)Cc1csc(NC(=O)Nc2ccccc2Cc2ccccc2)n1	-2.4	-2	x	4	0.6	-13	-7	-2	-6	x	7
65	CC(=O)c1cccc(-c2ccnc3c2CC(C(=O)NCc2ccc(F)c(F)c2)O3)c1 (configuration not stated)	-2.1	6	x	8	0.0	10	4	7	44*	x	-22
66	CC(=O)CSc1ncnc2scc(-c3ccc(F)cc3)c12	0.2	7	1	6	0.2	21	-9	0	-6	5	-3
